miR-122 sensor – miR-122 Renilla sensor signal increase in Huh7, primary screen, miR-122 inhibitor project, cell-based, single point, plate reader; Huh7 miR-122 Renilla luciferase sensor, 48 h; neutral wells = 0, positive control = 100; activation (reporter increase), % at 12.5 µM; 0.3% of 340,000 active;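 active means mean replicate activation score at least 90 and every replicate individually at or above 90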;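 further: higher luciferase means less miR-122 activity so hits act as miR-122 inhibitors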
* hit, by the source's call.

> CC(=O)Nc1cccc(C(=O)OC(C(=O)c2ccc(C)cc2)c2ccccc2)c1 (configuration not stated)
  miR-122 sensor: -1

> COc1cccc(-c2sc3ccc(OC)cc3c2-c2ccc(OCCN3CCCCC3)cc2)c1
  miR-122 sensor: 0

> COc1ccc(C(=O)Oc2ccc3oc(=O)sc3c2)cc1
  miR-122 sensor: -27

> CCCOc1ccc(N2CC(C(=O)Nc3ncccc3C)CC2=O)cc1 (configuration not stated)
  miR-122 sensor: -9

> CCCCc1nc2n[nH]c(N)c2c2c1CCC2
  miR-122 sensor: -4

> O=c1c([N+](=O)[O-])c(NC2CCCCC2)c2ccccc2n1-c1ccccc1
  miR-122 sensor: -1

> O=C(c1cccc(S(=O)(=O)NCCOc2ccccc2)c1)N1CCN(c2ncccn2)CC1
  miR-122 sensor: 4

> O=C(CCc1ccccc1)Nc1nncs1
  miR-122 sensor: -1

> Cc1cc(O)c(/C=N/Nc2cccc(Cl)c2)c(=O)o1
  miR-122 sensor: -4

> O=C(NCCCN1CCOCC1)c1cn(-c2ccccc2)nc1-c1cccs1
  miR-122 sensor: -6

> Nc1nc2n(n1)C(c1cccs1)CC(c1ccccc1)N2 (configuration not stated)
  miR-122 sensor: -8

> Cc1ccc(CCNC(=O)Cn2cccc2)cc1
  miR-122 sensor: 2

> N#CCCN1CCNCC1
  miR-122 sensor: -5

> O=c1c2ccccc2ncn1CCCSc1ccc(Cl)cc1
  miR-122 sensor: -3

> CCOC(=O)C1CCN(C(=O)CN(c2cc(OC)ccc2OC)S(=O)(=O)c2ccccc2)CC1
  miR-122 sensor: 11

> Cc1cc(C)cc(NS(=O)(=O)c2ccc(NC(=S)NC(=O)c3ccc(Br)o3)cc2)c1
  miR-122 sensor: 98*

> O=C1CC(c2cccc(Cl)c2)Cc2nc(N3CCOCC3)ncc21 (configuration not stated)
  miR-122 sensor: 0

> CCOc1ccc(S(=O)(=O)Nc2ccc(F)cc2)c(C)c1C
  miR-122 sensor: 71

> CCCC1CCC(c2ccc(C(N)=O)cc2)CC1 (configuration not stated)
  miR-122 sensor: 2

> O=c1cc(N2CCOCC2)[nH]c(=O)n1C1CCCCC1
  miR-122 sensor: -4

> Cc1nnc(NC(=O)c2ccncc2)s1
  miR-122 sensor: -3

> COc1ccc(N(C(=O)C(C)C)S(=O)(=O)c2ccc(Cl)cc2)cc1
  miR-122 sensor: -2

> COC(=O)C1=C(C(=O)OC)SC2(S1)C(C(=O)OC)=C(C(=O)OC)SC1=C2c2cc(C)cc(C)c2NC1(C)C
  miR-122 sensor: -6

> COc1ccc(/C=N/NC(=O)c2nc(-c3ccccc3)cc(-c3ccccc3)n2)cc1
  miR-122 sensor: 4

> COc1ccc(NC(=O)CSc2ccccc2)c(OC)c1
  miR-122 sensor: 7

> CCCNC(=O)CSc1nnc(-c2ccco2)n1C
  miR-122 sensor: -16

> COc1ccc(S(=O)(=O)N(CCc2ccccc2)CC(=O)NCCCO)cc1
  miR-122 sensor: 9

> CC(C)COCC1CC2(CC(C)C(=O)CC2=O)C(=O)O1 (configuration not stated)
  miR-122 sensor: -3

> CSc1ncc(Cl)c(C(=O)Nc2ccc(S(=O)(=O)N3CCOCC3)cc2)n1
  miR-122 sensor: -2

> O=C(O)CSc1nnnn1-c1ccccc1
  miR-122 sensor: -1

> O=C(COc1ncnc2ccccc12)NC1CCS(=O)(=O)C1 (configuration not stated)
  miR-122 sensor: -1

> O=C(Nc1ccccc1C(=O)NC(Cc1ccccc1)C(=O)NC1CCCCCC1)c1ccccc1 (configuration not stated)
  miR-122 sensor: 2

> Cn1cnnc1SCC(=O)NCCC(c1ccccc1)c1ccccc1
  miR-122 sensor: -7

> CC(=O)NC(CCS(C)(=O)=O)C(=O)Nc1nccs1 (configuration not stated)
  miR-122 sensor: -4

> Cc1nc(C)c(-c2ccccc2)c(=O)[nH]1
  miR-122 sensor: 0

> CCC(Sc1nc(=O)cc(N)n1CCc1ccccc1)C(=O)Nc1ccccc1C#N (configuration not stated)
  miR-122 sensor: -3

> COc1ccc2c(c1OC)C(=O)N1c3ccccc3C(=O)N(c3ccccc3F)C21 (configuration not stated)
  miR-122 sensor: 0

> Cc1ccccc1NC(=S)NN1CCN(C)CC1
  miR-122 sensor: -2

> Fc1ccc(CSc2nc3ccccc3[nH]2)c2ccccc12
  miR-122 sensor: -1

> NC(=O)c1ccc[n+]([C@H]2O[C@@H](COP(=O)([O-])OP(=O)(O)OC[C@H]3O[C@@H](n4cnc5c(N)ncnc54)[C@H](O)[C@@H]3O)[C@H](O)[C@@H]2O)c1
  miR-122 sensor: 2

> Cc1ccc(C(C)C)c(OCC(=O)Nc2ccccc2N2CCN(C)CC2)c1
  miR-122 sensor: -5

> C[C@@]12C(=O)Nc3cc(F)ccc3C(=O)N1[C@H]1c3ccccc3OC[C@@H]1[C@@H]2c1ccccc1
  miR-122 sensor: -5

> CCOC(=O)CSc1nc2ccccc2c(=O)n1CC1CCCC1
  miR-122 sensor: -2

> Cn1nnc2cc(C(=O)NC3CCCCC3)ccc21
  miR-122 sensor: 3

> Nc1nc(N2CCCCC2)nc(N2CCCCC2)n1
  miR-122 sensor: 3

> Cc1ccc(CN2CCC(C(=O)NCCC(C)C)CC2)o1
  miR-122 sensor: 0

> Cc1cccc2cc(CN(Cc3cccs3)C3(c4nnnn4C4CCCC4)CCCC3)c(=O)[nH]c12
  miR-122 sensor: 4

> COc1ccc(-c2nn(-c3ccccc3)cc2/C=N/NC(=O)c2ccc(Br)o2)cc1
  miR-122 sensor: 7

> CC(C)N(C(=O)CSc1nnc(CNc2ccc(F)cc2)o1)C(C)C
  miR-122 sensor: 0

> CCC(=O)NCCNC(=O)c1c(SC)nsc1SC
  miR-122 sensor: -13

> O=C(CN1CCCCC1)N1c2ccccc2CCc2ccccc21
  miR-122 sensor: -5

> CCOC(=O)c1ccc(N/C=C/C(=O)c2ccc(OC)cc2)cc1
  miR-122 sensor: -4

> Cc1ccc(S(=O)(=O)N2CCCC2C(=O)Nc2nc3c(s2)CCCC3)cc1 (configuration not stated)
  miR-122 sensor: -7

> Clc1ccc(OCCn2cnc3ccccc32)cc1
  miR-122 sensor: -1

> CN(C)c1ccc(NC(=S)NC(=O)/C=C/c2ccc(Cl)cc2)cc1
  miR-122 sensor: 11

> Cc1ccc(SCC(=O)Nc2cccc(C(=O)NC(C)(C)C)c2)cc1
  miR-122 sensor: 0

> CCN1C2=NCCCN2c2ccccc21
  miR-122 sensor: 5

> Nc1ncnc2c1ncn2[C@@H]1O[C@H](CNCc2ccccc2)[C@@H](O)[C@H]1O
  miR-122 sensor: -6

> COC(=O)CSc1nnc2n(C3CCCCC3)c(=O)c3c4c(sc3n12)CCCC4
  miR-122 sensor: 4

> COc1ccc(C(C#N)C2(C)OCCO2)cc1OC (configuration not stated)
  miR-122 sensor: -4

> O=C(Oc1ccccc1)c1cc(O)c(O)c(O)c1
  miR-122 sensor: -2

> CCOc1ccc(N(CC(=O)NCCSc2ccccn2)S(C)(=O)=O)cc1
  miR-122 sensor: -4

> CCCCOc1ccc(C(=O)N/C(=C\c2cccc([N+](=O)[O-])c2)C(=O)OCCC)cc1
  miR-122 sensor: -3

> O=C1CC(N2CCC(C(=O)N3CCCCC3)CC2)C(=O)N1 (configuration not stated)
  miR-122 sensor: -2

> Cn1nc(-c2ccc(C(=O)Nc3ccc(F)cc3)cc2)c2ccccc2c1=O
  miR-122 sensor: -11

> CCCC(=NCC(=O)O)C1=C(O)C(C(=O)OC)C(C)(C)CC1=O (configuration not stated)
  miR-122 sensor: -2

> COc1ccc(CCN2C(=O)CC(Nc3ccc(N4CCOCC4)cc3)C2=O)cc1OC (configuration not stated)
  miR-122 sensor: -5

> COc1ccc(C(=O)N2CC3(C)CC2CC(C)(C)C3)cc1OC (configuration not stated)
  miR-122 sensor: 7

> O=C(O)c1ccccc1NS(=O)(=O)c1cccc(C(F)(F)F)c1
  miR-122 sensor: -1

> CCNC(=O)CN(CCc1ccccc1)S(C)(=O)=O
  miR-122 sensor: -7

> C#CCOCCOCCOCCNc1nc(N2CCN(C(=O)CCCCCCCCCCNC(=O)Cn3cc(CCCCCN)nn3)CC2)nc(N2CCN(C(=O)CCCCCCCCCCNC(=O)Cn3cc(CCCCCN)nn3)CC2)n1
  miR-122 sensor: 2

> CCN(CC)S(=O)(=O)c1ccc2c(c1)nc(CCC(=O)Nc1cccc(C(F)(F)F)c1)n2CC
  miR-122 sensor: 10

> NS(=O)(=O)c1ccc(NC(=O)COC(=O)CSc2n[nH]c(-c3ccccc3)n2)cc1
  miR-122 sensor: 9

> CCN(CC)C(=O)N1c2ccccc2CC(N(CC)CC)c2ccccc21 (configuration not stated)
  miR-122 sensor: -6

> COc1cccc(C(C(=O)NCc2ccco2)N(Cc2ccco2)C(=O)Cn2nnc3ccccc32)c1 (configuration not stated)
  miR-122 sensor: 6

> COC(=O)C1C(=O)CC(C)(O)C(C(=O)OC)C1c1ccc2c(c1)OCO2 (configuration not stated)
  miR-122 sensor: -5

> COc1cc2c(cc1OC)CN(C(=O)CSc1n[nH]c(N)n1)CC2
  miR-122 sensor: 0

> O=C(Oc1ccccc1C(=O)N1CCOCC1)c1cccc(Br)c1
  miR-122 sensor: -3

> O=C(C(c1ccccc1)c1ccccc1)N1CCN(Cc2ccccn2)CC1
  miR-122 sensor: -6

> O=C1CC(=O)N(CCNc2ncc(C(F)(F)F)cc2Cl)C(=O)N1
  miR-122 sensor: -4

> CN(C)c1ccc(NC2=C([N+](=O)[O-])CS(=O)(=O)C2)cc1
  miR-122 sensor: -1

> O=C(O)C=C1C2CC3CC(C2)CC1C3
  miR-122 sensor: -1

> O=C(Nc1cccnc1)c1ccc(S(=O)(=O)N2CCCCCC2)cc1
  miR-122 sensor: -3

> O=C(NCCc1nc2ccccc2[nH]1)Nc1ccccc1
  miR-122 sensor: -4

> CCc1ccc(NC(=O)c2cc(S(=O)(=O)N3CCCC3)c[nH]2)cc1
  miR-122 sensor: 54

> COC(=O)c1ccc(NS(=O)(=O)c2ccc(SC)cc2)cc1
  miR-122 sensor: 9

> O=C(CN1C(=O)c2cccc3cccc1c23)N1CCN(c2ccc(F)cc2)CC1
  miR-122 sensor: -4

> O=C(/C=C/c1cccc2ccccc12)NCCC1=CCCCC1
  miR-122 sensor: 3

> CCc1ccccc1OCCCCCNCCO
  miR-122 sensor: -1

> Cc1nc(N)sc1-c1csc(Nc2ccccn2)n1
  miR-122 sensor: 4

> O=C(CSCc1ccccc1)N1CCN(c2ccc(F)cc2)CC1
  miR-122 sensor: 4

> Cc1c(NC(=O)C(C)Oc2ncnc3ccccc23)c(=O)n(-c2ccccc2)n1C (configuration not stated)
  miR-122 sensor: -1

> CCOc1ccc(C(=O)Nc2cc(C)on2)cc1
  miR-122 sensor: -5

> CSc1nc(-c2ccccc2)ccc1C(N)=O
  miR-122 sensor: -2

> Cc1cccc(-c2nc(NCCCN3CCOCC3)c3ccccc3n2)c1
  miR-122 sensor: 7

> CCCCN=C(N)/C(C(=O)OCC)=C(\O)c1ccc(OC)cc1
  miR-122 sensor: -2

> Cc1cc(Nc2ccccc2)n(CCOC(=O)COc2ccccc2)n1
  miR-122 sensor: 5

> Cc1ccc(S(=O)(=O)Nc2ccccc2-c2ccccc2NS(=O)(=O)c2ccc(C)cc2)cc1
  miR-122 sensor: 21

> CCOC(=O)N1CCN(C(=O)c2ccc3nc(C)sc3c2)CC1
  miR-122 sensor: -1

> Cc1ccc(S(=O)(=O)NCC(=O)OCc2nnc(-c3ccccc3)o2)cc1C
  miR-122 sensor: -3

Entries listed above printed as active in miR-122 sensor.
> Cc1cc(C)cc(NS(=O)(=O)c2ccc(NC(=S)NC(=O)c3ccc(Br)o3)cc2)c1
  miR-122 sensor: 98*

The listing continues.
> COCC(=O)Nc1nc(-c2ccc(C)cc2)c(C)s1
  miR-122 sensor: -3

> CC(=O)Nc1ccc(Oc2sc(C(=O)c3ccccc3)c(N)c2C#N)cc1
  miR-122 sensor: -8

> Cc1cc(C(=O)CSc2nc3ccccc3c(=O)[nH]2)c(C)n1C
  miR-122 sensor: -5

> COc1cccc(C(=O)Nc2nc(-c3ccc(S(=O)(=O)N4CCOCC4)cc3)cs2)c1
  miR-122 sensor: 1

> COCCn1c(SCCCc2ccccc2)nc2c1c(=O)[nH]c(=O)n2C
  miR-122 sensor: -3

> Cc1noc(C)c1C(=O)Nc1ccc2c(c1)CCC2
  miR-122 sensor: -6

Arranged by count of non-hydrogen atoms (falling): part of the list above
> Cc1ccc(S(=O)(=O)Nc2ccccc2-c2ccccc2NS(=O)(=O)c2ccc(C)cc2)cc1
  miR-122 sensor: 21

> COc1cccc(C(=O)Nc2nc(-c3ccc(S(=O)(=O)N4CCOCC4)cc3)cs2)c1
  miR-122 sensor: 1

> Cc1c(NC(=O)C(C)Oc2ncnc3ccccc23)c(=O)n(-c2ccccc2)n1C (configuration not stated)
  miR-122 sensor: -1

> O=C(CN1C(=O)c2cccc3cccc1c23)N1CCN(c2ccc(F)cc2)CC1
  miR-122 sensor: -4

> Cc1ccc(S(=O)(=O)NCC(=O)OCc2nnc(-c3ccccc3)o2)cc1C
  miR-122 sensor: -3

> CC(=O)Nc1ccc(Oc2sc(C(=O)c3ccccc3)c(N)c2C#N)cc1
  miR-122 sensor: -8

> Cc1cc(Nc2ccccc2)n(CCOC(=O)COc2ccccc2)n1
  miR-122 sensor: 5

> O=C(Nc1cccnc1)c1ccc(S(=O)(=O)N2CCCCCC2)cc1
  miR-122 sensor: -3

> O=C(CSCc1ccccc1)N1CCN(c2ccc(F)cc2)CC1
  miR-122 sensor: 4

> CCOC(=O)N1CCN(C(=O)c2ccc3nc(C)sc3c2)CC1
  miR-122 sensor: -1

> COC(=O)c1ccc(NS(=O)(=O)c2ccc(SC)cc2)cc1
  miR-122 sensor: 9

> O=C(NCCc1nc2ccccc2[nH]1)Nc1ccccc1
  miR-122 sensor: -4

> Cc1nc(N)sc1-c1csc(Nc2ccccn2)n1
  miR-122 sensor: 4

> CCOc1ccc(C(=O)Nc2cc(C)on2)cc1
  miR-122 sensor: -5

> CSc1nc(-c2ccccc2)ccc1C(N)=O
  miR-122 sensor: -2

Some of the compounds tested (hit frequency here may not be typical).
